Source: PubChem (several laboratories)
sdo1 growth: sdo1-depleted yeast growth rescue | z-score at 10 µM | S. cerevisiae sdo1-depleted JHY4D growth rescue, OD600 30 h; stronger effect = higher value; pdr5 snq2 efflux-pump mutant strain | 0.21% of 140,000 active | AID 817;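 active means z-score above 3 at both the 24 hr and the 30 hr optical density reads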;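 further: z-score against mean and SD of all compound wells on the same plate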
INS promoter inh: TRM-6 insulin promoter activity inhibition; TRM-6 cells (human fetal islet line), insulin promoter-eGFP reporter, imaging; reporter expression induced with tamoxifen; inhibition, % at 2 µM; 0.9% of 130,000 active; AID 1273;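 active means inhibition above the mean plus 3 SD, with well images judged a real hit on visual review, cut at about 60% in these data, passing the limit was not always enough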
sdo1 growth Rescue 24 h: also measured in sdo1 growth; calls as there; z-score; S. cerevisiae sdo1-depleted JHY4D growth rescue, OD600; measured here: growth rescue at 24 h;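 0 is the plate mean of compound wells and units are plate SD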
* hit, by the source's call; / = no result given.

SMILES | sdo1 growth | sdo1 growth Rescue 24 h | INS promoter inh
COC(=O)C1=C(C)NC(C)=C(C(=O)OC)C1c1ccccc1[N+](=O)[O-] | -1.7 | 0.83 | 39
COC(=O)c1ccc(NS(=O)(=O)c2cccc3cccnc23)cc1 | -0.25 | -0.69 | /
CCOc1cccc2cc(C(C)=O)oc12 | / | / | 47
CC(=O)NCCn1c(SCC#N)nc2ccccc2c1=O | -0.16 | -1.2 | /
O=C(Cn1nc(-c2ccccc2)c2ccccc2c1=O)Nc1cccnc1 | 0.25 | 0.11 | 77*
COc1cc(CCC(=O)Nc2ccc(S(=O)(=O)NC3=NCCCCC3)cc2)cc(OC)c1OC | / | / | 44
COc1ccc(CC(=O)Nc2cc(S(=O)(=O)N3CCCCC3)ccc2N2CCN(C)CC2)cc1 | 0.01 | -0.4 | 15
COC(=O)c1c(-c2cccc(OC)c2)csc1N | -0.62 | -1.2 | /
COCCCNc1nc2ccccc2[nH]c1=O | / | / | 0
Cc1cccc(Nc2nnc(SCc3cc(=O)n4cc(C)ccc4n3)s2)c1 | 0.27 | 0.81 | /
CC(=O)C12C3C4C(C5C1C3C5(Br)C41OCCO1)C21OCCO1 (stereo unspecified) | 1.2 | 0.11 | 22
CC1(C)CC(=O)C2=C(C1)N1C(=C(C#N)C2c2ccccc2Cl)N=C(N)c2ccccc21 (stereo unspecified) | -0.07 | -0.84 | -2
N#Cc1c(N)nc2c(c1-c1ccccc1)CCC2 | / | / | 16
O=C(O)C1C2C=CC(C2)C1C(=O)OC1CC2CCC1C2 (stereo unspecified) | -0.1 | -0.4 | /
CC(=O)NC(CCS(C)(=O)=O)C(=O)Nc1ccc(C)c(F)c1 (stereo unspecified) | 1.2 | 1.8 | 9
Cc1cc(C)c(C)c(S(=O)(=O)NCC(=O)N2CCCC2)c1C | -0.17 | -0.59 | 20
CCN(CC)S(=O)(=O)c1cc(NC(=O)CN2C(=O)NC3(CCCc4ccccc43)C2=O)ccc1C (stereo unspecified) | 0.64 | 0.63 | -7
Cc1sc(NC(=O)c2ccccc2)c(C(=O)c2ccccc2)c1C | -0.69 | -0.36 | 12
COc1cc(-c2cc(C(=O)Nc3nc4ccccc4s3)c3ccccc3n2)cc(OC)c1OC | -0.32 | 0.65 | 31
Cc1cccn2c(=O)c(/C=C(\C#N)C(=O)NCc3ccco3)c(N3CCCC(C)C3)nc12 (stereo unspecified) | -0.47 | 0.23 | /
CN(C)CCNC(=O)c1ccc2c(c1)N(Cc1ccc(F)cc1)CCS2 | 0.78 | 0.04 | /
COc1ccc(NC(=S)NNC(=O)c2nnn(-c3ccccc3)c2C)cc1 | 0.08 | -1.5 | -3
Nc1ccc2c(c1)C(=O)N(CCCC(=O)O)C2=O | 0.46 | 0.6 | -6
CCOc1cc(C)c(C(C)C)cc1S(=O)(=O)N1CCOCC1 | -0.32 | 0.95 | 24
Cc1c(C(=O)NC(C)C)c(-c2ccccc2)nn1-c1ccccc1 | 0.05 | 0.56 | -43
CN1CCN(CCCNC(=O)C2CCN(c3nnc(-n4cccc4)s3)CC2)CC1 | 1.1 | 1.3 | /
COc1ccc2cc3cc(C(=O)Nc4ccc5c(c4)OCCO5)oc3nc2c1 | 0.91 | 4.6 | 7
Cc1cccc(C)c1NC(=O)CNc1ccccc1 | 0.14 | -0.5 | -48
CCOc1ccc(C(C)=O)cc1N1C(=O)C2C3C=CC(C3=C(C)C)C2C1=O (stereo unspecified) | -0.73 | -0.17 | 36
Cc1ccc(C(N)=O)cc1S(=O)(=O)Nc1cccc(C)c1C | 1.1 | 1.4 | 0
Cc1c(Cl)cccc1NC(=O)CNC(=O)c1ccc(F)cc1 | 0.15 | -0.5 | 12
N#Cc1c(Nc2ccccc2)sc(C(=O)c2ccc(F)cc2)c1N | -0.39 | -0.04 | 18
CC(C)Nc1nc(SC(C)C(=O)Nc2ccccc2)nc(N(C)C)n1 (stereo unspecified) | / | / | 62
O=C(c1ccco1)N1CCN(c2ncnc3scc(-c4ccccc4)c23)CC1 | -1.2 | -1 | -17
O=C(CSCc1ccc(F)cc1)NCc1ccco1 | -0.13 | 0.07 | -4
O=C(Cn1cccc1C(=O)c1ccccc1)NCCC1=CCCCC1 | / | / | 0
CN(C)S(=O)(=O)c1cc(NC(=O)COC(=O)Cc2cccc3ccccc23)ccc1Cl | -1.1 | -0.79 | /
CC1CC(C)CN(CCC(=O)Nc2cccc(Cl)c2)C1 (stereo unspecified) | 0.93 | 0.74 | 32
CCCCOC(=O)/C=C/c1ccc(OC(=O)OC)c(OC(=O)OC)c1 | -0.37 | -1 | /
Cc1ccc(-c2c3c(=O)n(C)c(=O)n(C)c3cn2N2CCOCC2)cc1 | -0.55 | -0.82 | /
Cc1cc(C)n(C(=O)/C(C#N)=N/Nc2cc(Cl)cc(Cl)c2)n1 | / | / | 18
Cc1ccc(OCC(=O)Nc2ccc(S(=O)(=O)Nc3onc(C)c3C)cc2)cc1 | -0.06 | -0.47 | 50
CCN(CC)c1ccc2c(c1)oc(=O)c1c(Cl)cc(=O)oc12 | -2.6 | -2.2 | -219
CCOc1cc(CNc2ccc(N3CCCCC3)cc2)cc(Br)c1OCC(=O)NC(C)(C)C | -1.9 | -1.5 | -9
C[N+]1(C)CC2([N+](=O)[O-])CC=C(Oc3ccccc3)C([N+](=O)[O-])(C2)C1 (stereo unspecified) | 0.28 | -0.34 | -77
CC(C)(C)NC(=O)/C(=C\c1ccc(Br)cc1)NC(=O)c1cccs1 | 0.12 | -0.18 | /
COCCCNC(=O)Cn1nnc(-c2ccccc2NC(=O)c2ccccc2F)n1 | / | / | -38
S=c1[nH]nc(-c2ccco2)n1-c1cccc2ccccc12 | 0.35 | -0.19 | 50
O=c1ccsn1Cc1ccccc1 | -1.6 | -1.3 | 3
COc1ccc(CN2C(=O)CN(C3CCCCCC3)C(=O)C2c2ccc(F)cc2)cc1 (stereo unspecified) | -0.67 | -0.09 | -20
N#CCC(=O)N/N=C/c1ccc(OC2CSC2)cc1 | / | / | 52
COc1cccc(N/C(N)=N/c2nc(C(F)(F)F)cc(=O)[nH]2)c1 | -0.14 | -0.79 | /
Cc1cc([N+](=O)[O-])c(NC2CCCCC2)c([N+](=O)[O-])c1 | / | / | -4
CCOC(=O)c1ccc(NC(=O)CSc2nnc(C3CC3)n2C)cc1 | 0.35 | 0.13 | 67
O=C(O)CC1NC(=O)N(c2ccc(Cl)cc2)C1=O (stereo unspecified) | 0.34 | -0.63 | /
CC/C(=N\NC(=O)c1ccncc1)C12CC3CC(CC(C3)C1)C2 | -0.28 | -1.1 | 3
O=C(COC(=O)CNC(=O)c1ccccc1F)NCCC1=CCCCC1 | 1.6 | 2 | 35
O=c1c2c(nc(NCCO)n1CC1CCCCC1)-c1ccccc1CC21CCCC1 | -2.4 | -0.98 | 23
CCOC(=O)c1sc(NC(=O)CN(CC(C)C)CC(C)C)c(C(=O)OCC)c1C | -0.49 | -0.96 | 19
O=C(NCc1ccccn1)C1CCCN(Cc2cnn(-c3ccccc3)c2-n2cccc2)C1 (stereo unspecified) | 0.84 | 0.49 | -82

The list goes on.
SMILES | sdo1 growth | sdo1 growth Rescue 24 h | INS promoter inh
NC(=O)C1CCN(c2nc(-c3ccccc3)nc3ccccc23)CC1 | 1.1 | 1.9 | -16
COc1ccccc1Oc1ccc2c(c1)C(=O)N(c1ccc(C)cc1)C2=O | -0.71 | 1.1 | /
Brc1ccc(Nc2c3c(nc4ncnn24)CCC3)cc1 | -1.4 | -1.4 | 38
Cc1ccc(C(=O)Oc2ccc(Cl)c3cccnc23)cc1[N+](=O)[O-] | -2.3 | -1.4 | -53
O=C(CN1C(=O)/C(=C/c2ccccc2F)Oc2ccccc21)N1CCN(c2ccccn2)CC1 | -0.35 | -0.07 | 10
O=C(Nc1ccncc1)c1cncc(Br)c1 | 0.49 | 0.7 | 30
COc1ccc(Cc2c(O)nc(SCC(=O)NC(C)(C)C)[nH]c2=O)cc1 | / | / | -7
Fc1ccc(CSc2nc3ncc(Br)cc3[nH]2)cc1 | -0.11 | 0.12 | 14
CCn1nc(C)cc1Nc1ccccc1 | 1.8 | 1.1 | -421
COc1ccc(C2/C(=C(/O)c3ccccc3)C(=O)C(=O)N2CC(C)O)c(OC)c1 (stereo unspecified) | 1.7 | 1.9 | -57
CC(C)NC(=O)CN1CCC(c2ccccc2)C(O)C1 (stereo unspecified) | / | / | -93
Cc1ccc(Cl)cc1N1CCN(C(=O)Cc2c(C(=O)O)[nH]c3ccccc23)CC1 | 1.3 | 0.7 | 21
COc1cc(CN/C(C)=C(\C#N)C(N)=O)cc(OC)c1OC | 0.1 | 0.27 | /
CC(=O)Nc1ccc(NC(=O)COC(=O)CCc2nc3ccccc3s2)cc1 | / | / | 0
Cc1ccc(S(=O)(=O)NC(=NCC(=O)O)c2ccc(F)cc2)cc1 | -0.9 | -0.25 | -46
Cc1[nH]c2ccccc2c(=O)c1CN(C)Cc1ccccc1 | 0.31 | -0.3 | -26
Cc1ccc(-n2ncc3c(NCC4CCCO4)ncnc32)c(C)c1 (stereo unspecified) | 0.01 | -1.1 | -319
O=C(N/C(=C/C=C/c1ccccc1)C(=O)N1CCOCC1)c1ccccc1Br | / | / | -31
Cc1ccc(C)c(OCC(=O)N2CCN(C(=O)c3ccco3)CC2)c1 | 2.2 | 2 | -18
C[C@@H]1NC(=O)[C@H](CCC(N)=O)NC(=O)c2cc([N+](=O)[O-])cc(I)c2NCC[C@@H](C(N)=O)NC1=O | -0.27 | -1.5 | 36
COc1cc2c(cc1NC(=O)CSc1nnc(COc3ccc(Cl)cc3)n1C)oc1ccccc12 | -1.1 | 2.2 | -58
CCNc1nc2c(c(=O)n(Cc3ccccc3)c(=O)n2C)n1Cc1ccccc1 | -2 | -1.8 | -3
COc1ccccc1N(CC(=O)Nc1ccc(S(=O)(=O)N2CCCCC2)cc1)S(C)(=O)=O | 0.89 | 1.1 | -12
CNC(=O)c1snnc1-c1ccccc1 | 0.33 | 0.15 | 57
O=C(O)CC1S/C(=N/N=C/c2ccc([N+](=O)[O-])cc2)N(c2ccc(O)cc2)C1=O (stereo unspecified) | / | / | 8
O=C(Cn1c(=O)oc2ccccc21)N(Cc1ccccc1)C1CCS(=O)(=O)C1 (stereo unspecified) | 0.31 | -0.57 | /
Cc1nc(C)c(C(=O)N/N=C/c2cn(C)c3ccccc23)s1 | -0.1 | 0.11 | /
CCOC(=O)C(C(=O)OCC)C1CCS(=O)(=O)C1 (stereo unspecified) | 2.4 | 2.3 | 60
CCCNC(=O)c1c(N)n(-c2ccc(S(N)(=O)=O)cc2)c2nc3ccccc3nc12 | -0.55 | 0.81 | -39
COc1ccccc1NC(=O)C1=C(C)NC(=O)NC1c1ccc(C)cc1 (stereo unspecified) | 0.49 | 0 | 30
COc1ccc(CCNC(=O)CSc2ccc(-c3cccs3)nn2)cc1 | / | / | 0
COc1c(C)cc(Br)cc1C(=O)Nc1ccc(C)cc1[N+](=O)[O-] | 0.08 | 0.63 | /
CN(C)CCCN1C(=O)C(O)=C(C(=O)c2cc3ccccc3o2)C1c1ccccc1 (stereo unspecified) | 1.2 | 1.1 | /
O=C(CCn1cccc1)NCc1ccc(Cl)cc1 | -0.18 | -0.25 | -127
O=C(CCS(=O)(=O)c1ccc(Br)s1)NCc1cccs1 | 1.3 | 1.8 | 25
CCCCC(=O)Nc1ccc(C(=O)Nc2ccc3c(c2)OCO3)cc1 | 1.1 | 0.95 | -475
